Compound activity deposited in PubChem by National Center for Advancing Translational Sciences (NCATS).
HCMV inh: qHTS Assay for inhibitors of the human cytomegalovirus (HCMV). activity change, negative = inhibition, % at 57.5 µM. 410,000 compounds, 4.5% hits. HFF cells, HCMV-luciferase reporter, 72 h; active compounds read low; in the data active means activity change below about -60%; inconclusive means no clear call, values can overlap the other calls; inactive means above about -39%
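Compounds were evaluated in HFFs infected with an HCMV luciferase reporter virus (MOI 1 PFU/cell). Luciferase in lysates collected 72 h post infection served as the replication measure.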
Sm TGR inh: qHTS Assay for the Inhibitors of Schistosoma Mansoni Peroxiredoxins; Potency, µM (highest dose often 114 µM), for the others: at the highest dose activity change, negative = inhibition, usual class: inhibitors; purified TGR, DTNB reduction, TNB absorbance 405 nm; 360,000 compounds, 3% hits; Schistosoma mansoni thioredoxin glutathione reductase (TGR), Q962Y6; further: potency means the concentration at half of the fitted maximal effect; nearly all actives have a fitted effect of over 60% in size
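TGR 20 nM + NADPH 100 uM (dispensed conc.), cpd preinc 15 min RT; start with NADPH (500 uM addition) then DTNB (15 mM addition). Kinetic TNB absorbance, 405 nm filter. Four-parameter Hill fit across titration.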
AmpC inh no detg: qHTS Inhibitors of AmpC Beta-Lactamase (assay without detergent). AmpC nitrocefin hydrolysis, absorbance 480 nm, 0.0001% Triton. Potency, µM (titrated, usually from 57.1 µM), inactives show at the highest dose activity change, negative = inhibition, hits mostly inhibitors. 330,000 compounds, 0.52% hits;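 further: potency means the concentration at half of the fitted maximal effect; plate controls were no compound for no effect and no enzyme for full effect; nearly all actives have a fitted effect of over 20% in size; some results filed as inactive show a strong effect at the top dose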
Target sequence (P00811 whole entry, looked up): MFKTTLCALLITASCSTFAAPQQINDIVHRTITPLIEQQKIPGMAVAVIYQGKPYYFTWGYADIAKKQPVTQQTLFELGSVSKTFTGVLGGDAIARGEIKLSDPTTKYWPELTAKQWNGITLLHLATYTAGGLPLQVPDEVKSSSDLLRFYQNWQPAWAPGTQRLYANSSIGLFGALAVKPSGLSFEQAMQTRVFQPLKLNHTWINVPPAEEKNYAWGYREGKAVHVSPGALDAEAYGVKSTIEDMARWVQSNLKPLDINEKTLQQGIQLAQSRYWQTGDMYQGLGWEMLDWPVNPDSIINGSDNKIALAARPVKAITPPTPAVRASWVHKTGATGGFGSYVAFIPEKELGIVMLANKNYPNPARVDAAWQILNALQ
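20 mM phosphate pH 7.0 + 0.01% (detergent screen) or 0.0001% Triton X-100; 5.3 nM AmpC reagent; cpd preinc 15 min RT; nitrocefin (800 uM stock) to start; A480 q20 s × 4 min; Activity was normalised to no-enzyme and no-compound control wells.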
AMA1-RON2 inh: qHTS for Inhibitors of AMA1-RON; Towards Development of Antimalarial Drug Lead: Primary Screen; Plasmodium falciparum AMA1 (3D7) - RON2 peptide interaction; AlphaScreen AMA1-biotinylated RON2 peptide binding; Potency, µM (highest dose often 58.2 µM), inactives show at the top dose activity change, negative = inhibition, usual class: inhibitors; 360,000 compounds, 0.2% hits; AID 720542, 2013;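 further: potency means the concentration at half of the fitted maximal effect; 0% = vehicle wells and -100% = peptide control; nearly all actives have a fitted effect of over 45% in size; some results filed as inactive show a strong effect at the top dose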
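AMA1 (3D7) with his tag at 25 nM final met compounds first, then biotinylated RON2 peptide at 25 nM; detection used donor plus acceptor beads, 10 µg/mL apiece, read by AlphaScreen after 30 min at room temperature.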
AmpC inh detg: qHTS Inhibitors of AmpC Beta-Lactamase (assay with detergent); P00811; AmpC hydrolysis of nitrocefin, absorbance 480 nm, 0.01% Triton; Potency, µM (top dose mostly 114 µM), for inactives: at the highest dose activity change, negative = inhibition, most hits filed as inhibitors; 370,000 compounds, 0.041% hits; AID 485294, 2010;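 further: potency means the concentration at half of the fitted maximal effect; 0% = no-compound wells and -100% = no-enzyme wells; nearly all actives have a fitted effect of over 25% in size; some results filed as inactive show a strong effect at the top dose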
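20 mM phosphate pH 7.0 + 0.01% (detergent screen) or 0.0001% Triton X-100; 5.3 nM AmpC reagent; cpd preinc 15 min RT; nitrocefin (800 uM stock) to start; A480 q20 s × 4 min; Activity was normalised to no-enzyme and no-compound control wells.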
FBPA Giardia inh: qHTS Assay for Inhibitors of Fructose-1,6-bisphosphate Aldolase from Giardia Lamblia; A8B2U2; purified Giardia FBPA; 290,000 compounds, 0.71% hits; Potency, µM (highest dose often 59.6 µM), for inactives: at the top dose activity, negative = inhibition, actives largely listed as inhibitors; AID 2451, 2010; further: potency means the concentration at half of the fitted maximal effect; nearly all actives have a fitted effect of over 55% in size
Target sequence (A8B2U2 whole entry, looked up): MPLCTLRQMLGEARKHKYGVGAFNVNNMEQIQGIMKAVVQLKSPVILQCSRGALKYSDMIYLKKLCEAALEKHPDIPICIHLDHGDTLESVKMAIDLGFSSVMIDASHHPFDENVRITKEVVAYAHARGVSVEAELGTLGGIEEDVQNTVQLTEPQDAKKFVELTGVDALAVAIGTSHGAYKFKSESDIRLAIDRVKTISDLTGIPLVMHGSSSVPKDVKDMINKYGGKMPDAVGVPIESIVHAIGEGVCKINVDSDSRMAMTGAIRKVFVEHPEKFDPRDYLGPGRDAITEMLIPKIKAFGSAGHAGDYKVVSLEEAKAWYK
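Giardia FBPA (40 nM reagent) was preincubated 10 min at RT with compound (up to 57.5 uM final), then substrate plus GAPDH/TPI/NAD/arsenate coupling system with diaphorase/resazurin was added; resorufin fluorescence (525/598 nm) was read after 20 min.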
* marks the source's active call; other numbers are inactive results; ? = inconclusive; . = no result given; [ ] = dose if it differs, or a comment. Unless noted, the call rests on the fitted dose curve; in most records, active means well fitted curve in the direction sought with a large enough effect; inconclusive means small, poorly fitted or top-dose-only effect, or another doubt; inactive means no such curve, though single readings can be large; an effect the other way counts as inactive or inconclusive. Unless noted, on the % scale 0 is the no-effect control and ±100 the full control effect. Compounds were not picked by outcome. Share with any hit: about 7.8%.

no. | smiles | HCMV inh | Sm TGR inh | AmpC inh no detg | AMA1-RON2 inh | AmpC inh detg | FBPA Giardia inh
1 | CCc1ccc(C=NC23CN4CN(CN(C4)C2)C3)s1 | 56 | -6% | -5% | 0% | ? | 6%
2 | CC(C)N1C(=O)C(O)(C2COC(C)(C)CC2=O)c2ccccc21 (stereo unspecified) | -12 | 11% | -2% | 5% | 5% | 1%
3 | COC(=O)c1ccc(NC(=O)C23CC4CC(C2)CC(n2cnc(Cl)n2)(C4)C3)cc1 | 40 | 2% | -15% | 0% | -11% | 1%
4 | CCOC(=O)C1=CN(CC)S(=O)(=O)NC1CC (stereo unspecified) | -10 | . | -15% | 9% | . | .
5 | COc1ccc(C2C(C#N)=C(N)Oc3c2c(-c2ccccc2)nn3-c2ccccc2)c(OC)c1OC (stereo unspecified) | -26 | 3% | -5% | 0% | -6% | -4%
6 | CN(C)C(=O)CSc1nc(-c2ccccc2)c(-c2ccccc2)o1 | ? | . | 170%[activator] | -20% | 0% | -3%
7 | CSc1cccc(NC(=O)CCCNC(=O)c2ccc(Cl)cc2)c1 | -35 | -4% | -2% | -5% | 2% | 4%
8 | O=C(COc1ccc(Br)cc1)Nc1nnc(-c2cccnc2)s1 | 0 | 20% | -19% | 10% | 7% | 15%
9 | CCC(C)NC(=O)c1ccc(NC(=O)C2=C(C)OCCS2)cc1 (stereo unspecified) | -61* | 32% | 2% | 1% | -3% | 16%
10 | CCOC(=O)c1[nH]nc(N)c1NC(=O)c1ccc(Cl)cc1Cl | -32 | 1% | -20% | -2% | -11% | -3%
11 | CCC(C(=O)Nc1cc(C(=O)Nc2cc(C)ccn2)ccc1Cl)c1ccccc1 (stereo unspecified) | -26 | 19% | -14% | 1% | -3% | 3%
12 | O=Cc1cccc(OCc2cccc3ccccc23)c1 | -6 | -1% | -35% | 22% | -3% | -1%
13 | Cc1ccc(NC(=O)Cn2c(=O)n(Cc3ccc4c(c3)OCO4)c(=O)c3ccccc32)cc1 | -28 | 2% | . | . | -2% | .
14 | CCOC(=O)Cn1c(SC)nc2sc3c(c2c1=O)CC(C)(C)OC3 | 30 | 7% | -16% | -7% | -14% | -1%
15 | Cc1ccccc1OCC(=O)N/N=C/c1c(C)nn(-c2ccccc2)c1Cl | 30 | 2% | -18% | -1% | -9% | 4%
16 | CC1=CC(C)(C)N2C(=O)C3(SCC(=O)N3c3ccc(O)cc3)c3cc(C)cc1c32 (stereo unspecified) | -35 | -8% | 45% | 10% | -19% | 9%
17 | COc1ccccc1CC(=O)Nc1c[nH]c(=O)[nH]c1=O | 2 | 7% | -7% | 5%[2.32 µM] | -14% | 3%
18 | Cc1ccc(S(=O)(=O)N2CCCOC2CNC(=O)C(=O)NCc2ccccc2C)cc1 (stereo unspecified) | 2 | -4% | 21% | -1% | ? | .
19 | CC(/C=C/c1cccs1)=C\C(=O)O | 46 | 4% | -13% | 20% | -1% | 7%
20 | O=S(=O)(NCc1ccc2c(c1)OCO2)c1c(F)cc(F)cc1Br | 4 | -11% | -35% | 15% | ? | 1%

Rewritten with values under each structure: part of the list above
The line under a structure holds: HCMV inh, Sm TGR inh, AmpC inh no detg, AMA1-RON2 inh, AmpC inh detg, FBPA Giardia inh
9) CCC(C)NC(=O)c1ccc(NC(=O)C2=C(C)OCCS2)cc1 (stereo unspecified)
  -61*, 32%, 2%, 1%, -3%, 16%
10) CCOC(=O)c1[nH]nc(N)c1NC(=O)c1ccc(Cl)cc1Cl
  -32, 1%, -20%, -2%, -11%, -3%
11) CCC(C(=O)Nc1cc(C(=O)Nc2cc(C)ccn2)ccc1Cl)c1ccccc1 (stereo unspecified)
  -26, 19%, -14%, 1%, -3%, 3%
12) O=Cc1cccc(OCc2cccc3ccccc23)c1
  -6, -1%, -35%, 22%, -3%, -1%
13) Cc1ccc(NC(=O)Cn2c(=O)n(Cc3ccc4c(c3)OCO4)c(=O)c3ccccc32)cc1
  -28, 2%, ., ., -2%, .
14) CCOC(=O)Cn1c(SC)nc2sc3c(c2c1=O)CC(C)(C)OC3
  30, 7%, -16%, -7%, -14%, -1%
15) Cc1ccccc1OCC(=O)N/N=C/c1c(C)nn(-c2ccccc2)c1Cl
  30, 2%, -18%, -1%, -9%, 4%
16) CC1=CC(C)(C)N2C(=O)C3(SCC(=O)N3c3ccc(O)cc3)c3cc(C)cc1c32 (stereo unspecified)
  -35, -8%, 45%, 10%, -19%, 9%
17) COc1ccccc1CC(=O)Nc1c[nH]c(=O)[nH]c1=O
  2, 7%, -7%, 5%[2.32 µM], -14%, 3%
18) Cc1ccc(S(=O)(=O)N2CCCOC2CNC(=O)C(=O)NCc2ccccc2C)cc1 (stereo unspecified)
  2, -4%, 21%, -1%, ?, .
19) CC(/C=C/c1cccs1)=C\C(=O)O
  46, 4%, -13%, 20%, -1%, 7%
20) O=S(=O)(NCc1ccc2c(c1)OCO2)c1c(F)cc(F)cc1Br
  4, -11%, -35%, 15%, ?, 1%

Later entries
no. | smiles | HCMV inh | Sm TGR inh | AmpC inh no detg | AMA1-RON2 inh | AmpC inh detg | FBPA Giardia inh
21 | COc1ccc2nc(SCC(=O)Nc3nccs3)[nH]c2c1 | -2 | -6% | -37% | -10% | -5% | 1%
22 | Cn1c(SCC(=O)N2CCOCC2)nnc1-c1ccc2ncccc2c1 | 16 | 4% | 1% | 2% | 0% | -4%
23 | c1cncc(-c2nc3c(ccc4ccccc43)[nH]2)c1 | 28 | 10% | -55% | -5% | ? | -19%
24 | COc1cc(C)c(NC(=O)C(=S)NCc2ccccc2)cc1C | -29 | 20% | -37% | 21% | 1% | 0%
25 | Cc1ccc(OCC(=O)Nc2ccc(-n3cnnn3)cc2)c(C)c1 | -27 | -13% | -25% | -4% | ? | .
26 | CC1CCCCC1NC(=O)CCS(=O)(=O)c1ccc2c(c1)NC(=O)CS2 (stereo unspecified) | 13 | 3% | -23% | 4% | 3% | .
27 | CCOC(=O)N1CCN(S(=O)(=O)c2cc(Br)cc3c2N(C(=O)C2CC2)CC3)CC1 | 0 | -2% | -3% | 20% | 2% | 11%
28 | Cc1ccn2c(NC3CCCCC3)c(-c3cccc(-c4cccc(Cl)c4)c3)nc2c1 | -3 | -2% | -19% | 13% | -3% | .
29 | Cc1onc(-c2ccccc2Cl)c1C(=O)NCc1ccccc1F | 11 | -1% | -18% | -8% | ? | 2%
30 | CN(C)S(=O)(=O)c1cccc(NC(=O)c2ccc(N3CCCC3=O)cc2)c1 | 9 | . | -12% | -3% | . | .
31 | COc1ccc(S(=O)(=O)NN=C2CCCCC2)cc1 | -25 | -14% | -19% | -7% | 1% | 7%
32 | Cc1ccc(S(=O)(=O)N(C)c2ccc(OCC(=O)Nc3cccc(-n4cnnn4)c3C)cc2)cc1 | -23 | 2% | 21% | 11% | 1% | 0%
33 | C=CCn1c(SCC(=O)NCC2CCCO2)nc2scc(-c3ccco3)c2c1=O (stereo unspecified) | 13 | 7.9µM* | 25% | -18% | ? | -6%
34 | O=C1C(C2=NC(c3ccccn3)C3C(=O)N(c4ccc(OC(F)(F)F)cc4)C(=O)C23)=C(O)c2ccccc21 (stereo unspecified) | -2 | 27% | -18% | 29% | 1% | 8%
35 | COc1ccc(C(=O)c2cn(CC(=O)Nc3cc(OC)cc(OC)c3)c3ccc(OC)cc3c2=O)cc1 | 36 | -1% | -9% | . | -6% | .
36 | N#Cc1c(C(F)(F)F)cc(-c2cccs2)nc1SCC(=O)Nc1cccc(Br)c1 | -70* | 12% | . | . | 23% | .
37 | CCN(CC(=O)N1CCCC1)S(=O)(=O)c1ccc2ccccc2c1 | -13 | -12% | -3% | -14% | ? | 0%
38 | CCOc1ccc(S(=O)(=O)N/N=C2/CC(c3ccccc3)Oc3ccccc32)cc1 (stereo unspecified) | 26 | -4% | -28% | 2% | 7% | -1%
39 | CCNC(=O)N1CCCC(C(=O)c2ccc3cc(OC)ccc3c2)C1 (stereo unspecified) | 42 | -7% | 69%[activator] | -16% | -1% | -1%
40 | O=C(O)c1ccccc1OCCOc1ccccc1C(=O)O | 15 | 2% | 3% | -9% | -9% | 9%
41 | Cc1cc(C)n(-c2nnc(Nc3ccc(C(C)C)cc3)c3ccccc23)n1 | -13 | -4% | . | . | -5% | .
42 | O=C(COc1cc2oc(=O)c3c(c2cc1Cl)CCC3)NCc1ccncc1 | -8 | -5% | 2% | 14% | 1% | .
43 | CCOc1ccc(NS(=O)(=O)c2ccc3[nH]c(=O)c(=O)[nH]c3c2)cc1 | 6 | -2% | -27% | 6% | -2% | 3%
44 | CC(C)(C)c1cc(-c2ccccc2)no1 | 18 | 7% | -7% | 0% | 3% | 5%
45 | C1CCC(Nc2nc3nonc3nc2N2CCSCC2)C1 | -20 | 5% | -26% | 3% | 5% | 5%
46 | Cc1ccc(NC(=O)C2CCN(S(C)(=O)=O)CC2)cc1 | 13 | 4% | -18% | -3% | -14% | -2%
47 | COC(=O)[C@@H]1C[C@@H](c2ccccc2)[C@H](C)C1(C)C | 20 | -2% | 0% | 2% | -1% | .
48 | Cc1ccc2sc(NNC(=O)c3ccc4c(c3)OCCO4)nc2c1C | -8 | -11% | -14% | 93%[activator] | -13% | 7%
49 | CN(C)CCNC(=O)C(=O)NCC1OCCCN1S(=O)(=O)c1cccs1 (stereo unspecified) | -2 | -10% | -23% | 2% | -2% | 5%
50 | N#Cc1ccccc1S(=O)(=O)c1ccccc1C(=O)Nc1ccccc1 | -15 | 2% | -36% | 0% | 2% | 10%
51 | CC1=Nc2cc(C(=O)O)ccc2Sc2ccc(Br)cc21 | 82 | -5% | -32% | -5% | ? | 20%
52 | Oc1ccccc1/C=C/c1noc(-c2ccccc2O)n1 | 56 | . | -34% | -4% | 6% | -6%
53 | Fc1ccccc1Cn1c2[n+](c3ccc(C(F)(F)F)cc31)CCCCC2 | -68* | -7% | -20% | 17% | -11% | -4%
54 | CC(C)C(=O)Nc1oc(-c2ccccc2)cc1C#N | ? | 10% | -21% | -3% | -1% | -3%
55 | CC(C)c1nnc(NC(=O)C2CCN(C(=O)Nc3ccc(Cl)cc3)CC2)s1 | 21 | 7% | 1% | -15% | -11% | 2%
56 | O=C(CSc1nnc(SCC(=O)NCc2ccc3c(c2)OCO3)s1)NCc1ccc2c(c1)OCO2 | 39 | 1% | -28% | -3% | 1% | 4%
57 | C=CCNC(=O)c1ccccc1NC(=O)c1ccc(Cl)c(S(=O)(=O)Nc2cccc(C)c2C)c1 | 0 | -2% | -14% | -18% | ? | -1%
